Screening results (PubChem)
Tb PFK inh – T. brucei PFK enzyme inhibition; AID 485367; Potency, µM (top dose mostly 57.5 µM), inactives show at the top dose activity, negative = inhibition, usual class: inhibitors; 330,000 compounds, 0.17% hits; O15648; T. brucei PFK, ADP-Glo luminescence;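 note: potency is the fitted concentration of half-maximal effect; 0% = uninhibited 1x PFK enzyme wells and -100% = no-enzyme wells; nearly all actives have a fitted effect of over 60% in size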
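Luminescent ADP detection (ADP-Glo, two-step: ATP depletion then ADP-to-ATP conversion for luciferase) reported PFK activity after 45 min room-temperature reaction of 1.25 nM enzyme with 0.5 mM F6P and 0.1 mM ATP at pH 8.0.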
ELG1 DNA repair – blocks ELG1-dependent DNA repair in HEK293T cells; Potency, µM (doses to about 46.1 µM), for the others: top-dose activity change, negative = inhibition, most hits filed as inhibitors; 330,000 compounds, 2.3% hits; HEK293T ELG1-luciferase reporter, luminescence, 16 h; DNA damage induced by 5-fluorouridine; note: potency is the fitted concentration of half-maximal effect; % is set by controls: 0 for no effect and ±100 for the full control effect; nearly all actives have a fitted effect of over 55% in size
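DMSO vehicle served as the neutral condition. Each well held 2,000 cells given 5-fluorouridine plus compound; after 16 hr at 37 °C/5% CO2, ONE-Glo was added and luciferase measured 30 min later.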
Chronic BCR inh – blocks chronic active B-cell receptor signaling; ABC-DLBCL IkBa-CBG/CBR reporter, luminescence ratio, 4 h; Potency, µM (highest dose often 46.1 µM), inactives show at the top dose ratio change, negative = lower green/red ratio, actives largely listed as inhibitors; 340,000 compounds, 0.05% hits; AID 493014; active = well fitted inhibition curve with a large enough effect in the signal ratio, with a control signal flat, not every such curve was filed as active; inconclusive = small, poorly fitted or top-dose-only effect, or effect the other way, or a change in a side signal; the % refers to the signal ratio;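 note: potency is the fitted concentration of half-maximal effect; plate controls were basal doxycycline-induced cells for no effect and cells given 10 µM MG132 for full effect; MG132 reads +100%, hits lower the ratio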
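TMD8 ABC-DLBCL cells carrying doxycycline-inducible green luciferase fused to IkappaBalpha plus unfused red luciferase were exposed to compounds (up to 46 uM) for 4 hrs at 37C. Activity came from the overlap-corrected green/red luminescence ratio.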
TSHR antag – blocks TSH signaling through the human TSH receptor; P16473; TSHR-expressing cells, TSH-stimulated cAMP HTRF, 2 h; stronger effect = lower value; activity change, negative = inhibition, % at 11.5 µM; 330,000 compounds, 0.2% hits;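 active = activity change below a set negative limit, meaning inhibition stronger than a set level, cut at about -70% in these data; inconclusive = activity change between two set negative limits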; note: % is set by controls: 0 for no effect and ±100 for the full control effect
Target sequence (P16473 whole entry, looked up): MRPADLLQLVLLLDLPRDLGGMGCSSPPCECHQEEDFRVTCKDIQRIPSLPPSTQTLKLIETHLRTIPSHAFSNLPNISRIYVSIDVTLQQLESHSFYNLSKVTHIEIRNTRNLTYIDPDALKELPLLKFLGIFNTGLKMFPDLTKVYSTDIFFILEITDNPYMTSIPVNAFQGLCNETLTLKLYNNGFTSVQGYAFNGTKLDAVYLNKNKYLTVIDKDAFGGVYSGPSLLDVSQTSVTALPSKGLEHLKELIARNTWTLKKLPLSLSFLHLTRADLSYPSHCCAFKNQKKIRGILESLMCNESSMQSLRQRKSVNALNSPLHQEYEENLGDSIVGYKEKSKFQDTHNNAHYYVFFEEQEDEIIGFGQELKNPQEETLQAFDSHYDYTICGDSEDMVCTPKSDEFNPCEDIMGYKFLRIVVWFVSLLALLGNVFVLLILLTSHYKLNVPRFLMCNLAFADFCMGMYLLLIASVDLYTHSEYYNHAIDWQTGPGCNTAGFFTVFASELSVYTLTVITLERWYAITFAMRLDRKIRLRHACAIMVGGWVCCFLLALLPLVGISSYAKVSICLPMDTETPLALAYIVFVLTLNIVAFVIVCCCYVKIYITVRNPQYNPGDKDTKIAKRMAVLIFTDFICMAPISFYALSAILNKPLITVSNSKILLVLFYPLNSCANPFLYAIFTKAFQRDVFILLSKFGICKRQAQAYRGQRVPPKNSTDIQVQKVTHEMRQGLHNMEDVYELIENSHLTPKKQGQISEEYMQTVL
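Competitive HTRF cAMP read-out (cryptate anti-cAMP antibody, cAMP-d2; 30 min, room temperature) in freshly harvested TSHR cells. Compounds added before TSH at EC80 (4nM final), followed by 2 hours' incubation at 37 deg C.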
TCR activator – T cell receptor activation; primary human leukocytes, anti-CD3, IL-2 HTRF, 48 h; 330,000 tested, under 10 active; AID 504894; Potency, µM (top dose mostly 9.22 µM), for the others: top-dose activation of IL-2 secretion, usual class: activators; note: % of control where 0% means no effect
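IL-2 produced over 48 hr by a-CD3 bead-stimulated primary human leukocytes exposed to compounds was detected with a homogeneous time-resolved FRET immunoassay, 665nm acceptor signal after 320nm excitation.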
TSG101-PTAP inh – blocks PTAP/TSG101 interaction to inhibit HIV-1 budding. Potency, µM (series often up to 115 µM), without a hit: top-dose activity change, negative = inhibition, actives largely listed as inhibitors. Fluorescence polarization, FITC-PTAP peptide / Tsg101 binding. 340,000 tested, under 10 active. AID 493005; active = well fitted inhibition curve with a large enough effect in the main read-out, with a control signal flat, not every such curve was filed as active; inconclusive = small, poorly fitted or top-dose-only effect, or effect the other way, or a change in a side signal; inactive = no such curve, though single readings can be large or run the other way; note: potency is the fitted concentration of half-maximal effect; % of control where 0% means no effect
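Steps: Tsg101 binding domain dispensed (10 uM final), compounds pinned in DMSO, FITC-labeled PTAP-motif peptide added (50 nM final); after 20 min binding at room temperature, polarization measured.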
uPA generation – inhibitors of cell surface uPA generation | cell surface uPA generation assay, qHTS | 330,000 compounds, 0.31% hits | Potency, µM (doses to about 38.3 µM), for the others: at the top dose activity change, negative = inhibition, hits mostly inhibitors; active = well fitted inhibition curve with a large enough effect; inconclusive = small, poorly fitted or top-dose-only effect; inactive = no such curve, though single readings can be large or run the other way; tested in mouse RAW 264.7 cells; note: potency is the fitted concentration of half-maximal effect; % is set by controls: 0 for no effect and ±100 for the full control effect; nearly all actives have a fitted effect of over 55% in size
Mito fusion yeast – mitochondrial division inhibition or fusion activation; Potency, µM (highest dose often 46.1 µM), for the others: at the highest dose growth rescue (activation), most hits filed as activators; 320,000 compounds, 0.23% hits; AID 485298; S. cerevisiae fusion-defective mutant growth rescue, CellTiterGlo 48 h;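 note: potency is the fitted concentration of half-maximal effect; % of control where 0% means no effect; nearly all actives have a fitted effect of over 45% in size; temperature-sensitive fusion mutants such as fzo1-1 at 37 °C on non-fermentable ethanol glycerol medium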
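Yeast fusion mutant, YPEG (non-fermentable carbon), compound, 48 h at 37C non-permissive; CellTiterGlo added, 10 min RT, luminescence read. Rescued growth = division inhibition.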
USP2a inh – inhibitors of human ubiquitin-specific protease USP2a; O75604; USP2 core, Ub-CHOP2 coupled fluorogenic reporter, 485/531; Potency, µM (titrated, usually from 38.3 µM), inactives show at the top dose activity change, negative = inhibition, hits mostly inhibitors; 330,000 compounds, 0.01% hits; AID 463254;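 note: potency is the fitted concentration of half-maximal effect; plate controls were DMSO wells for no effect and full inhibition by NEM control for full effect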
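Cell-free coupled assay: 10nM USP2 core preincubated 30min RT with compound in Tris-HCl pH 8.0/CaCl2/CHAPS buffer, then 25nM Ub-CHOP2 and 25nM reporter substrate; fluorescence (Ex 485/Em 531) read after 60min RT, normalized to NEM inhibition, concentration-response curves fitted.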
B2AR arrestin – recruits beta-arrestin to the human beta2-adrenergic receptor; P07550; beta-arrestin recruitment to beta2AR, cell-based reporter; Potency, µM (titrated, usually from 46.1 µM), for the others: top-dose activation, most hits filed as activators; 330,000 compounds, 0.02% hits; AID 492947;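 note: potency is the fitted concentration of half-maximal effect; 0% = DMSO controls and full agonism = EC100 isoproterenol or metaproterenol; nearly all actives have a fitted effect of over 65% in size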
Eya2 inh – blocks the phosphatase activity of human Eya2; recombinant Eya2, OMFP fluorescence dephosphorylation (OMFP is methylfluorescein phosphate); Potency, µM (series often up to 76.9 µM), for inactives: top-dose activity, negative = inhibition, most hits filed as inhibitors; 330,000 compounds, 0.006% hits; AID 488837; note: potency is the fitted concentration of half-maximal effect; % is set by controls: 0 for no effect and ±100 for the full control effect
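Eya2 (0.2 uM) preincubated 10 min at ambient with compound, then OMFP substrate added at 50 uM; 10 min reaction in 50 mM HEPES pH 7.5, 50 mM NaCl, 5 uM MgCl2, 0.05% BSA, 1 mM DTT. Fluorescence read at Ex 485/Em 525 nm.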
* = called active by the depositor; ? = inconclusive; nt = not tested or not shown; [ ] = remark or other dose. Unless noted, calls come from the whole dose curve; as a rule, active = well fitted curve in the direction sought with a large enough effect; inconclusive = small, poorly fitted or top-dose-only effect, or another doubt; inactive = no such curve, though single readings can be large; an effect the other way counts as inactive or inconclusive. This is a random part of the collection. Share with any hit: about 3%.

The line under a structure holds: Tb PFK inh, ELG1 DNA repair, Chronic BCR inh, TSHR antag, TCR activator, TSG101-PTAP inh, uPA generation, Mito fusion yeast, USP2a inh, B2AR arrestin, Eya2 inh
- COc1ccc(CN(C(=O)COc2ccccc2)c2ccccc2C(=O)O)cc1
 : 2%, 22%, 10%, -3, 1%, -3%, 12%, -5%, 1%, -0.3%, 1%
- CCOc1ccccc1C1NC(=O)NC(C)=C1C(=O)OC1CCCCC1 (configuration not stated)
 : -9%, 0%, -1%, -4, 7%, -9%, -7%, 18%, 1%, 4.0%, 8%
- Fc1ccc(-n2nnc(-c3ccccc3)n2)cc1
 : 2%, -6%, 1%, 13, -2%, 1%, 18%, 3%, 0%, -0.8%, 3%
- CC(C)C(=O)Nc1ccc2c(c1)oc1ccccc12
 : -5%, ?, ?, nt, 3%, -4%, -4%, 5%, -2%, -0.1%, -10%
- CCc1ccccc1NC(=O)CCC(=O)Nc1nnc(C(C)C)s1
 : -5%, ?, 0%, 6, -3%, 0%, -2%, 1%, 1%, 0.6%, -9%
- COc1ccc(Cl)cc1NC(=O)CSc1nncn1-c1cccnc1
 : 3%, 4%, 1%, -5, -3%, 1%, 3%, 3%, 1%, -0.9%, -8%
- Cc1ccc(N(CC(=O)NC2CCCCC2)C(=O)Cn2nnc(-c3ccc(C)o3)n2)cc1
 : 7%, 3%, -24%, -10, 1%, 2%, -8%, 7%, 2%, 0.4%, -6%
- COc1ccc(CNC(=O)CN(C(=O)CCC(=O)Nc2nccs2)c2ccc3c(c2)OCO3)cc1
 : 2%, -4%, 1%, -15, -11%, 0%, -5%, 0%, 0%, -0.2%, 23%
- CCC(C)NC(=O)NC1C(NC(=O)NC(C)CC)N(C)C(=O)N1C (configuration not stated)
 : 3%, 7%, 0%, 0, nt, -4%, 8%, -1%, 5%, -0.2%, -10%
- Cc1cc(NC(=O)C(C)Sc2nnc(NCc3ccco3)s2)no1 (configuration not stated)
 : -2%, 5%, 5%, 0, -8%, 1%, 0%, 0%, 2%, 0.0%, -10%
- CC(=O)CSc1nnc(-c2ccncc2)n1C
 : -1%, ?, 17%, 6, 0%, -3%, 3%, 0%, -1%, 2.6%, 16%
- CCCNC(=O)C1CCN(S(=O)(=O)c2ccc3nc4c(c(C(=O)O)c3c2)CCCCC4)CC1
 : 0%, 16%, 4%, 8, 14%[46.1 µM], -5%, 10%, -3%, 0%, 0.0%, 5%
- CCC(C)C(=O)Nc1nnc(SCC(=O)Nc2ccc(F)cc2)s1 (configuration not stated)
 : -3%, -7%, ?, -12, 0%, -11%, -2%, 3%, 0%, 0.3%, 1%
- CCOc1ccc(CCNC(=O)CN2C(=O)COc3ccc(S(=O)(=O)N4CCOCC4)cc32)cc1
 : 7%, nt, 1%, -5, 10%, 0%, 1%, -1%, 4%, 0.5%, 0%
- CCC(C)N(C(=O)COc1ccccc1C(=O)NCc1ccccc1)C1CCS(=O)(=O)C1 (configuration not stated)
 : 3%, 4%, ?, 3, -6%, 0%, -2%, 1%, 1%, 0.0%, 4%
- N/C(=N\O)C1COc2ccccc2O1 (configuration not stated)
 : 3%[0.46 µM], 17%, -10%, 3, -3%, -1%, 0%, 1%, 5%, 1.1%, -4%
- COc1ccccc1-c1nnc(SC)n1C
 : 2%, 19%, 1%, 10, -7%, -7%, -14%, 24%, 2%, -0.3%, 2%
- O=C1CCC(=O)N1c1ccccc1-c1ccccc1
 : -4%, 5%, ?, -8, -2%, 1%, 10%, -3%, -1%, 0.3%, 3%
- C=C1/C=C(\C)[C@](C)(O)C[C@H](O)CC(=O)[C@H](O)[C@@H](O)[C@H](C)C[C@H](C)OC(=O)/C(C)=C/CC/C=C/[C@@H]2O[C@H]2C[C@H](C)C1
 : 14%, ?, ?, 2, nt, nt, nt, nt, 0%, -0.7%, -22%
- C=CCNC(=O)CSc1nc2sc(C)c(C)c2c(=O)[nH]1
 : 1%, ?, ?, 3, 2%[46.1 µM], -8%, 15%, -7%, 1%, -0.5%, 3%
- COc1ccc(-n2c(SCC(=O)Nc3cc(C)on3)nc3c([nH]c4ccccc43)c2=O)cc1
 : 6%, -12%, ?, -13, -1%, -2%, 14%, 6%, 4%, -0.4%, 3%
- Cc1cccc(OCCCC(=O)NNC(=O)c2ccccn2)c1
 : 8%, ?, ?, 19, 14%, -3%, ?, 6%, -1%, 0.5%, -1%
- CCOc1cccc(CN2CCC(Oc3ccc(C(=O)N4CCCC4)cc3)CC2)c1
 : 3%, 11%, -10%, 2, 0%, -2%, -9%, -4%, 2%, -0.9%, -4%
- Cc1ccc(C(=O)O)cc1NC(=O)c1ccc2c(c1)C(=O)N(c1ccc([N+](=O)[O-])cc1)C2=O
 : -4%, -2%, 2%, 3, 4%, -3%, 1%, 6%, -1%, -0.4%, 14%
- CC1CN(S(=O)(=O)c2ccc(C(=O)Nc3nnc(-c4ccco4)o3)cc2)CC(C)O1 (configuration not stated)
 : 2%, 18µM*, -10%, 1, nt, -5%, -6%, -1%, -6%, 0.1%, ?
- Cc1cccc2nc(CNC(=O)CC3C(=O)NCCN3Cc3cccc(F)c3)cn12 (configuration not stated)
 : -7%, 13%, -9%, 0, 5%, -1%, 2%, 1%, -1%, 0.2%, 3%
- COc1ccc(C(=O)Cn2c(C)nc([N+](=O)[O-])c2Br)cc1
 : 2%, ?, ?, -7, -3%, -6%, -14%, -21%, 1%, 0.2%, -7%
- CCOC(=O)C(C(=O)NCC1CCCO1)C1CCCCC1 (configuration not stated)
 : -3%, -2%, 7%, -2, -3%[46.1 µM], -3%, 5%, -1%, 0%, -0.3%, 3%
- CCN1CCCC1CNS(=O)(=O)c1ccc(Br)cc1 (configuration not stated)
 : 10%, 1%, -2%, 23, -1%, -2%, -7%, 18%, 3%, 0.2%, 10%
- O=C(Cn1c(=O)n(-c2cccc(C(F)(F)F)c2)c(=O)c2sccc21)NCC1CCCO1 (configuration not stated)
 : -1%, 1%, 1%, 7, -1%, -5%, ?, -4%, 1%, -0.2%, 1%
- CCCCNC(=O)NC1C(NC(=O)NCCCC)N(C)C(=O)N1C (configuration not stated)
 : 1%, -1%, 5%, 34, -3%, -3%, -10%, 1%, 0%, -2.0%, 4%
- O=c1c(-c2ccc(Br)cc2)coc2c(CN3CCOCC3)c(O)ccc12
 : -5%, ?, ?, -1, -4%, -4%, -2%, 14%, 3%, -0.9%, 7%
- COc1ccc(OCCCN2CCc3ccccc3C2)cc1
 : 3%, 3%, -2%, 1, 4%, -3%, 2%, -2%, 1%, -0.3%, -15%
- Cc1ccc(NC(=O)C2CCCCC2)cc1C
 : 0%, -7%, ?, -8, 7%, nt, 5%, 1%, -2%, -0.3%, -10%
- Cc1nc2cc(C(=O)OCC(=O)NC34CC5CC(CC(C5)C3)C4)ccc2n1-c1ccccc1
 : -1%, -13%, 9%, -17, -4%[46.1 µM], -2%, -3%, ?, 0%, -0.6%, -4%
- Cc1occc1C(=O)N=Nc1c(O)[nH]c2ccc(Br)cc12
 : 3%, ?, 3%, 11, 0%[46.1 µM], nt, nt, 0%, 4%, -0.2%, 13%
- Nc1cc(-c2nn[nH]n2)ccc1F
 : 10%[0.46 µM], 3%, 1%, 37, 2%, -2%, 2%, 2%, 2%, 0.0%, 13%
- CCN(CC)C(=O)CSc1nc2sc3c(c2c(=O)n1CCCOC)CCC3
 : -3%, -11%, -2%, -2, nt, 1%, -3%, 0%, -1%, -0.1%, 1%
- O=C(CCCOc1ccc(Cl)cc1Cl)NCC1CCCO1 (configuration not stated)
 : -3%, 25%, ?, -14, 3%[46.1 µM], -10%, -2%, -5%, 1%, -0.5%, 2%
- CC(C)CCNC(=O)C1CCC(=O)N1CCc1ccccc1 (configuration not stated)
 : 1%, -3%, -1%, 9, 2%, -2%, 3%, 7%, 2%, 0.1%, 12%
- c1ccc(-c2[nH]ncc2CN2CCc3ccccc3C2)cc1
 : 2%, 4%, 8%, 9, 9%, 0%, 0%, 3%, -1%, 0.3%, -1%
